S1P3 antag – antagonists of human S1P3 receptor. Q99500. AID 485. CHO S1P3 NFAT-BLA reporter, FRET fluorescence, antagonist mode. inhibition, % at 4.98 µM. 170,000 tested, 0.27% active;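 active = inhibition above the plate cutoff, the mean inhibition of test wells on that plate plus 3 SD, cut at about 28% in these data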;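 note: cells challenged with S1P at its EC80 of 0.8 µM; blue over green emission ratio from cleaved BLA substrate after 4 h stimulation; 0% = S1P-stimulated wells and 100% = unstimulated DMSO-only wells; some compounds past the cut are filed as inactive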
Target sequence (Q99500 whole entry, looked up): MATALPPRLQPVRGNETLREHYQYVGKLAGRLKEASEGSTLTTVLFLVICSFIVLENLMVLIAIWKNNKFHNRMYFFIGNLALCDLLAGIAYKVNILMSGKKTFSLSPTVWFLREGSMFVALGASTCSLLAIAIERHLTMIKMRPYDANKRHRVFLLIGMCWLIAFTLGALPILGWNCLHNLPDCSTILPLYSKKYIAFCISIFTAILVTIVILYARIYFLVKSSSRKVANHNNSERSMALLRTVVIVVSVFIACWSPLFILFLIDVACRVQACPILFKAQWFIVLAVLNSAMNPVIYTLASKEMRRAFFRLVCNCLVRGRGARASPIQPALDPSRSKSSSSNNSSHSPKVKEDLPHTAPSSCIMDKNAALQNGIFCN
STAT3 activator – increases IL-6 driven STAT3 reporter signal | U3A cells, IL-6 STAT3-luciferase reporter, luminescence; 100% = signal with IL-6 EC80 alone | activation (% of control), % at 5.6 µM | 190,000 tested, 0.91% active | AID 871;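 active = activation above the screen-wide mean of compound activation plus 3 SD, cut at about 130% in these data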;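 note: 0% = background luminescence of wells with medium and substrate only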
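Test system: human U3A cells carrying STAT3-luciferase construct; control set: IL-6-only wells as 100% reference; timing: compound pre-incubation 1 h before IL-6, then 6 h stimulation at 37 °C; also added: IL-6 stimulus at 33 ng/mL final; evaluation: % activation versus median of IL-6-stimulated wells; detection: reporter luminescence signal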
STAT1 inh – reduces IFN-gamma driven STAT1 reporter signal; NIH 3T3 STAT1-luciferase reporter, luminescence; inhibition, % at 5.5 µM; 200,000 tested, 0.35% active; AID 920;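 active = inhibition above a set limit, the mean inhibition across all tested compounds plus 3 SD, cut at about 34% in these data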;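 note: 0% = IFN-gamma with DMSO and 100% = IFN-gamma with 300 µM nifuroxazide; values of inactives mirror those of a sister screen read the other way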
TR-FRET SRC-2 ct – flags TR-FRET format artefacts in PPARgamma SRC-2 recruitment agonist screen | TR-FRET artefact counter-screen; stronger effect = higher value | TR-FRET ratio at 8 µM | 200,000 tested, 0.4% active | AID 1049; in the data active = TR-FRET ratio above about 2000; note: inactives centre near 1500
PPARg SRC3 recr – agonists of human PPARgamma SRC-3 coactivator recruitment. biochemical PPARgamma/SRC-3 coactivator recruitment assay. AID 731. activation, % at 8 µM. 200,000 tested, 0.26% active; in the data active = activation above about 23%;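 note: 0% = DMSO and 100% = reference agonist; some compounds past the cut are filed as inactive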
Target sequence (P37231 whole entry, looked up): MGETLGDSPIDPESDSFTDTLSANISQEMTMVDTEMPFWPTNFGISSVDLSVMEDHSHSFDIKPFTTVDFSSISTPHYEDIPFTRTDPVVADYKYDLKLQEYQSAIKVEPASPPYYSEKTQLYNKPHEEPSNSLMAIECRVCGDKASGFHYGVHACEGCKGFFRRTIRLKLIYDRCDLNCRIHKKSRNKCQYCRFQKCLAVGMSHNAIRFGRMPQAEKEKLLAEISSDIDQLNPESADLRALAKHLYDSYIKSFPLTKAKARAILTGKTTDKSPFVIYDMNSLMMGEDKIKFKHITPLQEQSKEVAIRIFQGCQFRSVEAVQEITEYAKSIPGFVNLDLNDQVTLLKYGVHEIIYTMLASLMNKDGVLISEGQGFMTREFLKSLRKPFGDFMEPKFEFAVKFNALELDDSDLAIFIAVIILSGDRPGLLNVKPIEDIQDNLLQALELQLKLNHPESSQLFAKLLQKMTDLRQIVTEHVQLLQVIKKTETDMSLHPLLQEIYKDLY
PPARg SRC2 recr – PPARgamma-driven SRC-2 recruitment agonism; P37231; PPARgamma LBD-SRC-2 recruitment, biochemical; activation, % at 8 µM; 200,000 tested, 0.34% active; AID 1032; in the data active = activation above about 22%;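 note: 0% = vehicle and 100% = reference agonist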
STAT3 blocker – reduces IL-6 driven STAT3 reporter signal. U3A cells, IL-6 STAT3-luciferase reporter, luminescence; host cell line lacks STAT1. 190,000 tested, 0.89% active. inhibition, % at 5.5 µM;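 active = inhibition above the mean inhibition across all screened compounds plus 3 SD, cut at about 44% in these data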;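 note: 0% = DMSO only wells and 100% = 100 µM nifuroxazide control wells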
TLR4 MyD88 comp – TLR4-MyD88 interaction inhibition in cells. HeLa CL3-4 TLR4/MyD88 BLA complementation, FRET ratio. inhibition, % at 8.4 µM. 200,000 tested, 0.18% active. AID 861; in the data active = inhibition above about 25%;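 note: 0% = vehicle and 100% = reference inhibitor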
PPARg SRC-1 ag – promotes SRC-1 coactivator recruitment by human PPARgamma | PPARgamma-SRC-1 coactivator recruitment biochemical assay | AID 631 | activation, % at 8 µM | 200,000 tested, 0.41% active; in the data active = activation above about 19%;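 note: 0% = DMSO and 100% = reference agonist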
RAM inhibit – inhibitors of the yeast RAM network; inhibition, % at 50 µM; S. cerevisiae dse1pr::URA3 reporter, 5-FOA growth OD615, 2 d; analog-sensitive cbk1-as2 kinase mutant strain; 190,000 tested, 1.8% active;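 active = inhibition above a set limit, 3 SD over mean compound inhibition, cut at about 8.4% in these data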;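 note: 0% = DMSO-only wells with no growth and 100% = 10 µM 1-NA-PP1 full growth; inhibition rescues growth on 5-FOA so higher OD means more RAM inhibition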
ROMK primary – modulators of human ROMK potassium channel; P48048; Tet-inducible ROMK, thallium flux fluorescence; actives lie on both sides; B-score at 10 µM; 130,000 tested, 2% active; AID 1918;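 active = signal ratio slope over the read window, or its plate-corrected B-score, at least 3 SD from the plate mean, either direction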;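 note: B-score of the F/F0 ratio slope over 7 to 12 s after thallium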
An asterisk follows results filed as active; · = not tested or not shown.

Every second line gives: S1P3 antag, STAT3 activator, STAT1 inh, TR-FRET SRC-2 ct, PPARg SRC3 recr, PPARg SRC2 recr, STAT3 blocker, TLR4 MyD88 comp, PPARg SRC-1 ag, RAM inhibit, ROMK primary
> Cc1ccc(OCC(=O)N2CCN(C(=O)c3cccnc3)CC2)cc1
  ·, 101, -1, 1512, 8, 2, 0, -3, 4, 0.6, -0.088
> COc1cc(/C=N/NC(=O)C2CCN(CC(O)COCc3ccccc3)CC2)cc(OC)c1OC (configuration not stated)
  -11, 98, 0, 1633, 1, -2, 5, -2, 5, -1.2, -0.38
> CCOc1cc(CNCC(C)C)c(Cl)cc1OCC(=O)Nc1ccccc1
  4, 109, 6, 1683, 0, -3, -3, 6, 0, 1.3, -0.36
> CCc1cc2c(-c3ccccc3)cc(=O)oc2c(CN2CCOCC2)c1O
  25, 101, -5, 1827, 4, 6, 2, 5, 9, 1.4, ·
> NS(=O)(=O)c1ccc(CCNCc2cc(Br)ccc2OCc2ccccc2)cc1
  -3, 101, 16, 1395, 4, 2, 1, 12, 5, 2.6, -2.1
> Cc1ccc(NC(=O)c2cccnc2)cc1S(=O)(=O)N(C)C
  -11, 97, 1, 1586, 1, 4, 8, 2, 0, 0.8, 1.3
> Clc1ccc(CCNc2nc3ccccc3n3nnnc23)cc1
  ·, 88, -5, 1752, 4, 4, 23, -2, 12, 3.4, ·
> CCOc1ccc(N2C(=O)CC(N3CCOCC3)C2=O)cc1 (configuration not stated)
  -20, 101, -4, 1462, -4, 4, 6, -1, 3, 0.9, ·
> COc1ccc(NC(=O)c2ccc(C#N)cc2)cc1NS(=O)(=O)c1ccc(F)cc1
  -5, 107, -5, 1463, -4, 2, -12, -15, 0, 2.5, -0.079
> COc1cc2[nH]c(=O)c(C(=O)NCCCN3CCCCC3)c(O)c2cc1OC
  14, 103, -2, 1364, -3, -11, 1, -7, -2, 0.5, ·
> CC1(C)CC(=O)c2cn3nc(C(F)(F)F)nc3nc2C1
  ·, 100, -3, 1469, -2, -5, 4, 1, 0, 0.0, ·
> CCCNC(=O)C(Cc1ccccc1)NS(=O)(=O)c1ccc2c(c1)CCC(=O)N2 (configuration not stated)
  -6, 102, -12, 1536, -4, 2, 7, -6, -4, 0.9, ·
> CN1CCC(N(C)C(=S)NC(=O)c2cc(-c3cccc(Br)c3)nc3ccccc23)CC1
  -21, 98, -8, 1696, 2, 6, 7, 9, 18, -1.1, ·
> COc1ccc(OCC(=O)N/N=C(\C)CC(=O)Nc2ccc(OC)cc2[N+](=O)[O-])cc1
  -18, 93, -1, 1802, 9, 10, 13, 2, 0, 1.2, 0.058
> C/C(=N\Nc1nc(N2CCCCCC2)nc(N2CCCCCC2)n1)c1ccccc1
  11, 103, -2, 1709, -1, 7, -1, -8, -5, -0.2, ·

2 successive compounds out of the list so far, quoted:
Every second line gives: S1P3 antag, STAT3 activator, STAT1 inh, TR-FRET SRC-2 ct, PPARg SRC3 recr, PPARg SRC2 recr, STAT3 blocker, TLR4 MyD88 comp, PPARg SRC-1 ag, RAM inhibit, ROMK primary
> Cc1ccc(OCC(=O)N2CCN(C(=O)c3cccnc3)CC2)cc1
  ·, 101, -1, 1512, 8, 2, 0, -3, 4, 0.6, -0.088
> COc1cc(/C=N/NC(=O)C2CCN(CC(O)COCc3ccccc3)CC2)cc(OC)c1OC (configuration not stated)
  -11, 98, 0, 1633, 1, -2, 5, -2, 5, -1.2, -0.38

Next records.
Every second line gives: S1P3 antag, STAT3 activator, STAT1 inh, TR-FRET SRC-2 ct, PPARg SRC3 recr, PPARg SRC2 recr, STAT3 blocker, TLR4 MyD88 comp, PPARg SRC-1 ag, RAM inhibit, ROMK primary
> CC(Cc1ccccc1)C(=O)NCc1ccncc1 (configuration not stated)
  -3, 93, 7, 1451, 0, 7, 6, -4, 2, 1.6, 0.68
> CC(NC(=O)CN1CCN(Cc2ccc(Cl)cc2)C1=O)c1ccc2c(c1)OCCO2 (configuration not stated)
  -38, 96, 1, 1731, 7, 1, 5, -7, 6, 0.5, 0.42
> Cc1c(C(=O)N2CCN(Cc3ccccc3)CC2)sc2ncnc(N3CCOCC3)c12
  11, 92, 7, 1513, -2, 2, 16, 2, -3, 0.5, ·
> O=C(O)/C=C\C(=O)NCc1cccnc1
  1, 99, 3, 1630, 2, 0, 6, 12, -4, 2.9, -0.054
> Cc1cccc(N=Cc2[nH]c3ccc(Br)c(Cl)c3c2O)c1
  4, 104, 9, 1354, -1, -12, -7, -22, -5, 0.7, 0.68
> O=C(CN1CCOc2ccccc21)NCc1cccs1
  ·, 104, -6, 1572, -1, -2, -3, -3, 2, 0.7, -0.12
> Cn1c(=O)n(C)c2cc([N+](=O)[O-])c(N3CCN(S(=O)(=O)c4ccccc4)CC3)cc21
  4, 70, 16, 1771, 5, 5, 34, 6, 2, 2.9, ·
> COc1ccc(-c2cc(C(=O)NNC3=NCCC3)c3c(C)nn(-c4ccccc4)c3n2)cc1
  1, 103, -8, 1700, 4, 0, 4, 12, 6, 0.2, -0.0022
> O=C(CCn1c(=O)oc2ccccc21)NCc1ccc2c(c1)OCO2
  -29, 94, 6, 1389, 0, 5, 7, 1, -7, 1.7, ·
> COc1cc(C(=O)N[C@H](C(=O)NC2CCCCCC2)C(C)C)cc(OC)c1OC
  ·, 108, -5, 1412, -4, -4, -11, 7, -4, 2.3, 2
> CCN(CC)S(=O)(=O)c1ccc(N2CCOCC2)c(NS(=O)(=O)c2ccc(C)cc2)c1
  -15, 103, 3, 1776, 3, 3, -6, -9, 8, 2.9, 0.21
> Cc1c2cnn(CC(=O)Nc3cccc(C(F)(F)F)c3)c(=O)c2c(C)n1Cc1ccccc1F
  -4, 103, 5, 1478, -3, 2, 1, -6, -4, 3.7, 0.28
> Cc1ccc(C(=O)NNC(=O)c2cccnc2SCc2cccc([N+](=O)[O-])c2)cc1
  4, 105, -8, 1714, 3, 3, -3, 16, 10, 4.6, ·
> C/C(=N\NC(=O)c1[nH]c2c([N+](=O)[O-])cc(C)cc2c1-c1ccccc1)c1cccnc1
  ·, 92, 3, 1489, 13, 1, 13, 1, 5, 1.5, ·
> CCc1ccc2c(c1)/C(=N/N(C)C(=S)NC)C(=O)N2
  ·, 126, 10, 1459, -1, 1, -27, 7, 0, 5.1, ·

Next section.
Every second line gives: S1P3 antag, STAT3 activator, STAT1 inh, TR-FRET SRC-2 ct, PPARg SRC3 recr, PPARg SRC2 recr, STAT3 blocker, TLR4 MyD88 comp, PPARg SRC-1 ag, RAM inhibit, ROMK primary
> COc1ccccc1N1CCN(CC(=O)Nc2cc(F)ccc2C)CC1
  ·, 102, -2, 1543, -2, 3, -2, 4, -9, 1.6, 0.015
> CC1(C)SCC(C(=O)O)NC1=O (configuration not stated)
  -12, 85, -9, 1663, 3, -2, 25, -7, 0, -0.9, 0.35
> CC(=O)Nc1ccc(NC(=O)/C=C/c2ccc(Cl)cc2)cc1
  -15, 94, 7, 1593, -1, 10, 9, -9, 10, 1.5, 0.91
> COc1ccc(CC2C(=O)OC(C)(C)OC2=O)cc1
  -3, 102, 7, 1538, 8, 10, 1, 6, 10, 0.5, 0.56
> Cc1c(C#N)c2ncnc(N)c2n1-c1ccccc1
  -1, 96, -1, 1538, 5, 4, 10, 7, -4, 0.0, ·
> O=C(/C=N/O)Nc1cccnc1
  13, 109, -5, 1432, -3, 0, -6, 3, -1, 0.2, ·
> CN(C)c1cccc(NC(=O)C2(C)CC2(Cl)Cl)c1 (configuration not stated)
  11, 101, -1, 1505, 3, 4, 2, -3, 7, 1.3, 0.78
> COC(=O)CSc1nc(C)cc(C)c1C#N
  -13, 99, -2, 1399, -1, -2, 5, 15, -10, 0.7, 0.58
> Clc1c(-c2ccccc2)nnn1-c1ccccc1
  -12, 110, -87, 1506, -3, -4, -7, -3, -1, 2.4, 0.52
> CC1(C(=O)NC(=S)N(CCC#N)c2ccccc2)CC1(Cl)Cl (configuration not stated)
  ·, 113, -6, 1384, -8, 1, -18, 18, -4, 1.3, 0.67
> CN(C)c1ccc(N/C=C/C(=O)c2ccc(F)cc2)cc1
  40, 73, -10, 1739, 27*, 21, 36, 15, 8, 2.1, ·
> CN1C(=O)c2ccccc2OC1(C)Cc1ccccc1 (configuration not stated)
  15, 104, 3, 1657, -2, -4, -2, -3, -3, 0.1, ·
> O=C(NN1CCN(Cc2ccccc2Cl)CC1)c1ccc(Cl)cc1
  0, 92, -10, 1576, -4, 8, 10, -6, 6, 0.7, -0.76
> CCc1ccc(NS(=O)(=O)c2cccc3nonc23)cc1
  -12, 103, -1, 1539, -1, 2, 5, 5, 4, -0.3, -0.54

Gathered by group, the compounds so far with a Cl atom.
Every second line gives: S1P3 antag, STAT3 activator, STAT1 inh, TR-FRET SRC-2 ct, PPARg SRC3 recr, PPARg SRC2 recr, STAT3 blocker, TLR4 MyD88 comp, PPARg SRC-1 ag, RAM inhibit, ROMK primary
> CCOc1cc(CNCC(C)C)c(Cl)cc1OCC(=O)Nc1ccccc1
  4, 109, 6, 1683, 0, -3, -3, 6, 0, 1.3, -0.36
> Clc1ccc(CCNc2nc3ccccc3n3nnnc23)cc1
  ·, 88, -5, 1752, 4, 4, 23, -2, 12, 3.4, ·
> CC(NC(=O)CN1CCN(Cc2ccc(Cl)cc2)C1=O)c1ccc2c(c1)OCCO2 (configuration not stated)
  -38, 96, 1, 1731, 7, 1, 5, -7, 6, 0.5, 0.42
> Cc1cccc(N=Cc2[nH]c3ccc(Br)c(Cl)c3c2O)c1
  4, 104, 9, 1354, -1, -12, -7, -22, -5, 0.7, 0.68
> CC(=O)Nc1ccc(NC(=O)/C=C/c2ccc(Cl)cc2)cc1
  -15, 94, 7, 1593, -1, 10, 9, -9, 10, 1.5, 0.91
> CN(C)c1cccc(NC(=O)C2(C)CC2(Cl)Cl)c1 (configuration not stated)
  11, 101, -1, 1505, 3, 4, 2, -3, 7, 1.3, 0.78
> Clc1c(-c2ccccc2)nnn1-c1ccccc1
  -12, 110, -87, 1506, -3, -4, -7, -3, -1, 2.4, 0.52
> CC1(C(=O)NC(=S)N(CCC#N)c2ccccc2)CC1(Cl)Cl (configuration not stated)
  ·, 113, -6, 1384, -8, 1, -18, 18, -4, 1.3, 0.67
> O=C(NN1CCN(Cc2ccccc2Cl)CC1)c1ccc(Cl)cc1
  0, 92, -10, 1576, -4, 8, 10, -6, 6, 0.7, -0.76
